Screening data: PubChem BioAssay, several laboratories
zfTRPN1 agonist – zebrafish TRPN1 (NompC) channel agonism | 220,000 tested, 0.18% active | activation, % at 3 µM | HEK293 zebrafish TRPN1-YFP, Fluo-8 calcium fluorescence; 100% = response to 87 µM carbachol;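 active = activation above its plate's cutoff, the mean activation of test wells on that plate plus 3 SD, cut at about 19% in these data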;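 note: 0% = DMSO alone and 100% = 87 µM carbachol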
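Material: zebrafish TRPN1-YFP in HEK293 cells. Doses: one dose of 3 µM, 0.3% DMSO. Incubation: dye 1 h 37 °C plus 30 min RT. Measured by: intracellular calcium fluorescence with Fluo-8.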
CHOP inhibitor – CHOP inhibition in unfolded protein response; inhibition, % at 10 µM; AID 2732; 220,000 tested, 3.8% active; CHO-K1 CHOP-promoter luciferase, tunicamycin-induced, 15-18 h;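 active = compounds that reduced the stress-induced luciferase reporter signal by more than about 70% of percent inhibition, limit read from the data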;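 note: 0% = tunicamycin plus vehicle and 100% = wells without tunicamycin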
TNF necrop inh – inhibitors of TNF-alpha induced necroptosis in Jurkat FADD-/- cells. Jurkat FADD-/- TNF necroptosis rescue, ATP luminescence, 24 h; 0 = TNF only, 100 = no-TNF cells. AID 463075. activation (protection from cell death), % at 10 µM. 220,000 tested, 0.068% active;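 active = activation, meaning protection from cell death, of at least 50% relative to plate controls; inactive = activation below 50%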;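 note: necroptosis triggered by 40 ng/mL TNF-alpha added together with compound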
MDM2 E3 inh – inhibitors of human Mdm2 E3 ubiquitin ligase; Q00987; cell-based MDM2 ubiquitination luciferase reporter, 2 h; 0 = plate control, 100 = twice control, blank-subtracted; signal enhancement, % at 5 µM; 210,000 tested, 0.11% active;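 active = signal enhancement of 30% or more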;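 note: luminescence tracks abundance of the self-degrading MDM2-luciferase fusion protein; higher signal means inhibition of MDM2 E3 ligase activity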
Target sequence (Q00987 whole entry, looked up, the tested form may be a part): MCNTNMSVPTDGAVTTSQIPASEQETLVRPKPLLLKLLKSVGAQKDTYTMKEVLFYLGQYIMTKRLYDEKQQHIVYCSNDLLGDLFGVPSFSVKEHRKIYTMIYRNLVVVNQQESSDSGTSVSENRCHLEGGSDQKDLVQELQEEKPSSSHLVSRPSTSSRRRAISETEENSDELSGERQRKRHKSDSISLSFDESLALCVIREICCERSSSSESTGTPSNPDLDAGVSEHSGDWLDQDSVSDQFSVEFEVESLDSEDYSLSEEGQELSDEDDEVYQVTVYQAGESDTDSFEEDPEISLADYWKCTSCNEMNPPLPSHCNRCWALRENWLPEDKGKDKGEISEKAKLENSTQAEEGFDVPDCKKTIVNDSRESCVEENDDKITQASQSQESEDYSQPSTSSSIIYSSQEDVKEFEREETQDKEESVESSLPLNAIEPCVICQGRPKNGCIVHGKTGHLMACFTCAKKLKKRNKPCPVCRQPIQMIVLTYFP
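Timing – 2 h compound exposure at 37 °C · Assay system – mammalian cells stably expressing self-ubiquitinating, self-degrading MDM2 E3–luciferase fusion · Amount – 2000 cells seeded into each well · Measure – % luminescence enhancement versus blank-corrected plate control mean · Measured by – SteadyLite luminescence, 15 min reagent step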
p47phox inh – p47phox (human) inhibition | P14598 | inhibition, % at 24.7 µM | AID 1274 | p47phox/p22phox peptide binding, fluorescence polarization, 2 h | 220,000 tested, 0.53% active;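 active = inhibition above about 30%, limit read from the data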;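 note: 0% = p47phox with labelled peptide and 100% = labelled peptide alone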
Runt-SMMHC FRET – blocks binding of human RUNX1 Runt domain to CBFb-SMMHC. Cerulean-Runt/Venus-CBFb-SMMHC FRET ratio 530/480, 1 h. 220,000 tested, 0.74% active. AID 1434. inhibition, % at 20 µM. Q01196+Q13951;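 active = mean inhibition across duplicate retests at 20 µM reaching about 50%, limit read from the data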;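 note: 0% = DMSO wells and 100% = wells with excess untagged CBFb-SMMHC; inhibitors lower the FRET ratio by blocking Runt binding to CBFb-SMMHC; some results filed as inactive read as strong as hits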
EBV gp42 block – blocks Epstein-Barr virus glycoprotein 42 binding. Fluorescence polarization binding assay, mP read-out. 220,000 tested, 0.42% active. Q1HVG2. AID 1085. inhibition, % (tested at 21.74 µM); in the data active = inhibition above about 50%
TRPML3 agonist – activates the human TRPML3 channel. Q8TDD5. HEK293 TRPML3-YFP, Fluo-8 calcium fluorescence; 100% = the carbachol control signal. activation, % at 3 µM. 220,000 tested, 0.29% active;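 active = activation above its plate's cutoff, the mean activation of the plate's test wells plus 3 SD, cut at about 12% in these data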;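 note: 0% = DMSO only wells and 100% = carbachol wells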
Target sequence (Q8TDD5 whole entry, looked up): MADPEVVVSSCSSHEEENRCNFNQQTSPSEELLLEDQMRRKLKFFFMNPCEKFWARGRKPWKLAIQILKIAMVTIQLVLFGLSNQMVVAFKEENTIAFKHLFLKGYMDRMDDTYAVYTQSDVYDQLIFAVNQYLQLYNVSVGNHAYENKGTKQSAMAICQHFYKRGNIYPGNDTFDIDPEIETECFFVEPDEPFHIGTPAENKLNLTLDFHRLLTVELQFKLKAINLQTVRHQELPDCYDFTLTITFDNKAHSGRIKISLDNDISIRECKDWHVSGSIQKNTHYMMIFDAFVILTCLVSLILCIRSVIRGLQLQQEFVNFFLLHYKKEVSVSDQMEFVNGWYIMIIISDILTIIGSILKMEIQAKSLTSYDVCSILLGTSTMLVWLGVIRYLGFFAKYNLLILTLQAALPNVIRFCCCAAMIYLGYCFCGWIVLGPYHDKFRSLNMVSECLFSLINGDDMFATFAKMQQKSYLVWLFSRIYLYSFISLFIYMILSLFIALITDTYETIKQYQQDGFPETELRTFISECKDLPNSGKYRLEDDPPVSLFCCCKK
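Material: HEK293 cells stably carrying human TRPML3-YFP; compound dosing: single dose, 3 µM final nominal compound, 0.3% DMSO final; incubation: 1-h 37 °C dye load, 5-s basal, 120-s post-compound reads; technique: Fluo-8 intracellular calcium fluorescence, excitation 470-495 nm, emission 515-575 nm; read-out basis: percent activation from peak-to-basal fluorescence ratio, scaled between DMSO and carbachol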
PPC-1+TRAIL kill – kills PPC-1 cancer cells in the presence of TRAIL. cell killing (% activity), % at 4 µM. PPC-1 cells + TRAIL, ATPLite viability luminescence. 220,000 tested, 0.41% active;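 active = cell killing above 50% in the first pass at 4 µM, then a duplicate retest at 5 µM averaging 50% or more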;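 note: plate controls were cells with TRAIL plus DMSO for no effect and medium-only wells lacking cells for full effect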
An asterisk follows results filed as active; x = no result given; + = active, no number.

1. O=S(=O)(Nc1ccc2cn[nH]c2c1)c1ccccc1
2. COc1cc(OC)cc(C(=O)N/N=C/c2ccc(OC)c(COc3ccc4ccccc4c3)c2)c1
3. O=C1NCCCC1C(=O)N/N=C/c1cc([N+](=O)[O-])ccc1O (configuration not stated)
4. O=C1CC(N2CCN(Cc3ccc4c(c3)OCO4)CC2)C(=O)N1c1cccc2ccccc12 (configuration not stated)
5. COc1ccc(-n2cnc3cc([N+](=O)[O-])ccc32)cc1

compound no.,1,2,3,4,5
EBV gp42 block,-3,-24,-7,-3,-10
PPC-1+TRAIL kill,8,2,-14,x,5
TRPML3 agonist,-0.1,1.2,1.6,0.4,0.2
Runt-SMMHC FRET,-2,-2,-3,x,-1
MDM2 E3 inh,-3,2,-10,8,-5
TNF necrop inh,1.0,-13,3.3,0.8,2.2
zfTRPN1 agonist,-0.9,0.0,1.4,0.1,-0.3
CHOP inhibitor,19,-29,48,-15,11
p47phox inh,2,-26,-8,-2,-3

6. O=C(CCC1CCCC1)N1CCN(C(=O)C2CC2)CC1
7. Cc1ccc(S(=O)(=O)N2CCN(C(=S)NCc3ccc4c(c3)OCO4)CC2)cc1
8. CCN(Cc1ccccc1)C(=S)Nc1cc(C(=O)OC)ccc1C(=O)OC
9. O=C(CNC(=O)/C=C/c1ccccc1)N=Nc1c(O)n(Cc2ccccc2)c2ccccc12
10. CCSc1cc(N2CCCC2)nc(-c2ccc(F)cc2)n1

compound no.,6,7,8,9,10
EBV gp42 block,-20,1,7,16,-8
PPC-1+TRAIL kill,-2,11,36,12,1
TRPML3 agonist,-0.1,1.2,0.3,0.7,1.1
Runt-SMMHC FRET,3,-2,20,-1,-6
MDM2 E3 inh,1,8,-6,-2,1
TNF necrop inh,-1.3,4.4,1.8,2.0,1.0
zfTRPN1 agonist,-0.2,0.5,0.1,1.3,-1.9
CHOP inhibitor,23,38,23,30,7
p47phox inh,0,-10,-7,0,-3

11. COCc1cc(C)n(CC(=O)N2CCCC2)c(=O)c1C#N
12. COc1ccc(Cl)cc1C(=O)Nc1ccc(S(=O)(=O)N2CCCC2)cc1
13. Cc1ccc(C(C(=O)NC2CCCCC2)N2CCCC2)cc1 (configuration not stated)
14. COCCNC(=O)C(=O)c1cc(C)n(-c2ccc([N+](=O)[O-])cc2)c1C
15. CN(Cc1ccccc1)C(=O)COc1cc(=O)n(C)c2ccccc12

compound no.,11,12,13,14,15
EBV gp42 block,-2,1,-24,-27,8
PPC-1+TRAIL kill,4,18,26,24,-4
TRPML3 agonist,0.9,0.0,0.8,1.5,-0.4
Runt-SMMHC FRET,-6,-8,-4,0,0
MDM2 E3 inh,-3,-14,-24,1,-16
TNF necrop inh,-1.1,1.3,1.2,-2.6,-0.6
zfTRPN1 agonist,0.8,1.7,0.8,1.4,-1.3
CHOP inhibitor,2,20,-20,2,35
p47phox inh,-43,-6,0,1,-3

16. COc1ccc(-c2cc(C(F)(F)F)n3ncc(C(=O)O)c3n2)cc1OC
17. COc1c(C)cc(S(=O)(=O)NC2CC(C)(C)NC(C)(C)C2)c(C)c1C
18. CC(=O)c1c(C)oc2c1cc(O)c1ccccc12
19. CC(C)CNC(=O)COc1ccc2c3c(c(=O)oc2c1)CCC3
20. CCn1c(CSc2nc3ccccc3[nH]2)n[nH]c1=S

compound no.,16,17,18,19,20
EBV gp42 block,-7,-15,3,-26,-15
PPC-1+TRAIL kill,-2,14,5,16,31
TRPML3 agonist,1.5,0.8,0.9,0.1,0.1
Runt-SMMHC FRET,-2,-1,-2,-3,2
MDM2 E3 inh,-13,-7,6,-12,-3
TNF necrop inh,1.3,0.3,-0.6,-2.3,0.3
zfTRPN1 agonist,2.0,0.5,0.7,-0.5,-0.8
CHOP inhibitor,15,-12,-17,11,20
p47phox inh,-9,2,-9,7,-16

Reformatted: entries from further up.
19	CC(C)CNC(=O)COc1ccc2c3c(c(=O)oc2c1)CCC3
  EBV gp42 block: -26 | PPC-1+TRAIL kill: 16 | TRPML3 agonist: 0.1 | Runt-SMMHC FRET: -3 | MDM2 E3 inh: -12 | TNF necrop inh: -2.3 | zfTRPN1 agonist: -0.5 | CHOP inhibitor: 11 | p47phox inh: 7

20	CCn1c(CSc2nc3ccccc3[nH]2)n[nH]c1=S
  EBV gp42 block: -15 | PPC-1+TRAIL kill: 31 | TRPML3 agonist: 0.1 | Runt-SMMHC FRET: 2 | MDM2 E3 inh: -3 | TNF necrop inh: 0.3 | zfTRPN1 agonist: -0.8 | CHOP inhibitor: 20 | p47phox inh: -16

Further compounds:
21. COc1cc(CN2CCC(C(=O)N3CCN(c4ccccc4F)CC3)CC2)ccc1O
22. CCCn1nc(NC(=O)c2cccs2)c2cc3ccccc3nc21
23. CCCc1cc2c(-c3ccccc3)cc(=O)oc2cc1OCc1ccc(C(=O)O)o1
24. O=C(CCCN1C(=O)/C(=C/c2ccco2)SC1=S)Nc1ccccc1C(=O)O
25. COc1ccccc1CNC(=O)C1(C)Oc2cccnc2NC1=O (configuration not stated)

compound no.,21,22,23,24,25
EBV gp42 block,-15,-5,2,-12,-1
PPC-1+TRAIL kill,-7,8,15,6,-4
TRPML3 agonist,1.1,-1.1,0.8,1.2,0.9
Runt-SMMHC FRET,0,50*,-8,0,-2
MDM2 E3 inh,17,-9,4,-18,-26
TNF necrop inh,-4.7,0.2,-0.1,1.1,-1.2
zfTRPN1 agonist,1.1,-2.4,-0.8,2.0,0.2
CHOP inhibitor,10,27,-23,14,0
p47phox inh,0,-18,-5,-70,-7

26. Nc1nc(-c2ccccc2)[nH]c(=O)c1N=O
27. Cc1ccc(Nc2ncnc(N)n2)cc1
28. Cc1ccc(-c2cc(Cc3ccc(F)cc3)c(=O)[nH]n2)cc1
29. NC(=O)C1=C[C@@H](c2ccc(Br)cc2)C[C@@H](OCCCCO)O1
30. c1ccc2[nH]c3cc4ncnc4cc3nc2c1

compound no.,26,27,28,29,30
EBV gp42 block,-15,-14,-6,-11,+
PPC-1+TRAIL kill,14,10,-2,20,12
TRPML3 agonist,0.5,-0.3,-0.7,-0.3,2.1
Runt-SMMHC FRET,-3,-2,0,-5,-208
MDM2 E3 inh,-4,-12,7,x,-19
TNF necrop inh,3.2,-0.9,1.1,-1.1,-3.6
zfTRPN1 agonist,0.0,0.6,-2.4,-1.2,2.5
CHOP inhibitor,-6,-9,57,38,-2
p47phox inh,-7,-4,-9,-6,-3

Of the compounds above, these have an NH in an aromatic ring:
1. O=S(=O)(Nc1ccc2cn[nH]c2c1)c1ccccc1
20. CCn1c(CSc2nc3ccccc3[nH]2)n[nH]c1=S
26. Nc1nc(-c2ccccc2)[nH]c(=O)c1N=O
28. Cc1ccc(-c2cc(Cc3ccc(F)cc3)c(=O)[nH]n2)cc1
30. c1ccc2[nH]c3cc4ncnc4cc3nc2c1

compound no.,1,20,26,28,30
EBV gp42 block,-3,-15,-15,-6,+
PPC-1+TRAIL kill,8,31,14,-2,12
TRPML3 agonist,-0.1,0.1,0.5,-0.7,2.1
Runt-SMMHC FRET,-2,2,-3,0,-208
MDM2 E3 inh,-3,-3,-4,7,-19
TNF necrop inh,1.0,0.3,3.2,1.1,-3.6
zfTRPN1 agonist,-0.9,-0.8,0.0,-2.4,2.5
CHOP inhibitor,19,20,-6,57,-2
p47phox inh,2,-16,-7,-9,-3

(more compounds)
31. O=C1CCCC2=C1C(c1ccc(O)c(Br)c1)C1=C(CCCC1=O)N2c1ccccc1
32. CC(=O)N1CCc2ccc(S(=O)(=O)Nc3ccccc3Cl)cc21
33. CCOC(=O)c1ccc2c(c1)sc(=NC(=O)c1ccco1)n2CCOC
34. COc1cc(C(=O)NCC(=O)OCn2nnc3ccccc3c2=O)cc(OC)c1OC
35. COC(=O)C1CCN(c2c([N+](=O)[O-])cc(C(F)(F)F)cc2[N+](=O)[O-])CC1

compound no.,31,32,33,34,35
EBV gp42 block,0,-3,-9,-10,-28
PPC-1+TRAIL kill,9,24,33,-1,8
TRPML3 agonist,0.7,2.5,0.7,0.5,-0.3
Runt-SMMHC FRET,11,-4,1,-2,-2
MDM2 E3 inh,-2,-9,-29,-96,-6
TNF necrop inh,1.5,-0.7,-0.8,0.8,-4.7
zfTRPN1 agonist,0.5,3.1,1.5,0.0,-1.6
CHOP inhibitor,26,14,52,-6,65
p47phox inh,0,13,-14,-2,-2

36. CN(C)c1ccc(/C=N\NC(=O)CC#N)cc1
37. CCC(N)C12CC3CC(CC(O)(C3)C1)C2 (configuration not stated)
38. CN1CCN(C(=O)c2ccc3c(c2)NC(=O)C(N2CCOCC2)S3)CC1 (configuration not stated)
39. Cc1ccccc1CC1(CO)CCCN(Cc2c(C)nn(C)c2Cl)C1 (configuration not stated)
40. COC(=O)Cc1cc(=O)n2[nH]c(C)nc2n1

compound no.,36,37,38,39,40
EBV gp42 block,-5,-13,-10,-14,22
PPC-1+TRAIL kill,20,7,9,12,5
TRPML3 agonist,0.2,0.6,0.7,0.9,1.4
Runt-SMMHC FRET,3,0,4,-3,3
MDM2 E3 inh,-8,-1,9,6,-15
TNF necrop inh,0.8,0.0,0.6,1.6,1.9
zfTRPN1 agonist,-0.1,0.9,0.7,-0.4,-1.0
CHOP inhibitor,11,10,-1,12,-17
p47phox inh,-10,-7,0,-15,-4

41. COc1ccc(N(C(=O)c2ccco2)S(=O)(=O)c2cccs2)cc1
42. COc1ccc(C(=O)NCc2cc(C)nc3ccccc23)cc1OC
43. COC(=O)c1ccc(CSc2nc(C)nc3c2c(=O)n(C)c(=O)n3C)o1
44. Cc1sc(NC(=O)CCC(=O)O)c(C(N)=O)c1-c1ccccc1
45. Cc1ccc(S(=O)(=O)n2nc(C)cc2N)cc1
46. COc1cccc(C(=O)COc2cccc(NC(=O)c3ccco3)c2)c1
47. CCOc1ccc(C(=O)COC(C)=O)cc1
48. O=C(Nc1ccccc1F)C1(c2ccccc2)CC1(Cl)Cl (configuration not stated)

compound no.,41,42,43,44,45,46,47,48
EBV gp42 block,-13,-8,-17,-6,9,-10,-5,13
PPC-1+TRAIL kill,2,20,x,17,1,-19,-24,29
TRPML3 agonist,-0.1,1.7,x,0.6,0.5,0.0,0.8,0.0
Runt-SMMHC FRET,4,-3,0,2,3,1,1,0
MDM2 E3 inh,-7,-1,-5,-6,-14,2,-20,-5
TNF necrop inh,5.8,-1.4,0.0,0.6,0.2,3.1,0.7,0.2
zfTRPN1 agonist,0.0,3.6,x,1.9,0.7,2.3,-0.8,-0.9
CHOP inhibitor,39,9,27,22,2,19,-57,0
p47phox inh,-21,-10,8,-13,1,-8,-14,-4
